TRHR ag = activates the human TRH receptor | activation, % at 2 µM | AID 493084 | TRHR cells, calcium flux fluo-8, FDSS agonist mode | 0.18% of 360,000 active; in the data active = activation above about 30%; note: 0% is about no effect
Target sequence (P34981 whole entry, looked up): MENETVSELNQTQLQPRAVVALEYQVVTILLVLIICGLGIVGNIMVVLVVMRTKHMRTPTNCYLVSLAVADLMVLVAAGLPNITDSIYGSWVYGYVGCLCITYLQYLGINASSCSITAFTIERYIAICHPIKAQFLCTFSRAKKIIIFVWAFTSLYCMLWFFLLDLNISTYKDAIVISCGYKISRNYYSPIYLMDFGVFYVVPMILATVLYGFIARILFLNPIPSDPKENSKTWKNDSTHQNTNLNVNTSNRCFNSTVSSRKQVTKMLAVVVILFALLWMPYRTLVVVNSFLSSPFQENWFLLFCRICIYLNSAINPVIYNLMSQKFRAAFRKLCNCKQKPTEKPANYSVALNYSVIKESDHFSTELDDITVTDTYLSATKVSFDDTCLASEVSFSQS
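Read-out: compound-evoked intracellular calcium rise in TRHR cells, fluo-8 dye, kinetic FDSS fluorescence at 1 s/cycle following a 10-cycle baseline. Cells cultured overnight before dye loading (30 min–1.5 h, RT).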
D1 PAM = human D1 dopamine receptor positive modulation; P21728; HEK293 TREx D1 cells, calcium flux, dopamine EC20 potentiation; potentiation, % at 10 µM; 0.036% of 360,000 active; AID 504651; in the data active = potentiation above about 30%; note: 0% is about no effect
Target sequence (P21728 whole entry, looked up): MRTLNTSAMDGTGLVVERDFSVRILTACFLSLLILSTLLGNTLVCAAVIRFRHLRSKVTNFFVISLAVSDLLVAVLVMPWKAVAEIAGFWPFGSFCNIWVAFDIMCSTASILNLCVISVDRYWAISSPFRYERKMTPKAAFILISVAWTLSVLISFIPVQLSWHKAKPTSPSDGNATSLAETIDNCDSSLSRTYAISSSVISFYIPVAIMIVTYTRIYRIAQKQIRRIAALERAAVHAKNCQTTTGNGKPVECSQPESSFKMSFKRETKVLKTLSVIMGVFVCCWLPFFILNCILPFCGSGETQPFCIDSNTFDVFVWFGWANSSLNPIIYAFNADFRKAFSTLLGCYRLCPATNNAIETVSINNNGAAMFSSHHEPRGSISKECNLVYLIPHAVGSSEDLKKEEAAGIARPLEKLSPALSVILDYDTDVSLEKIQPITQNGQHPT
RXFP1 antagonist = blocks the human relaxin receptor RXFP1 | Q9HBX9 | HEK293-RXFP1, relaxin-stimulated cAMP HTRF, 30 min; active compounds read low | activity change, negative = inhibition, % at 57.5 µM | 0.59% of 350,000 active | AID 1259400;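 active = activity change of -60% or lower, but not beyond a set lower limit; inconclusive = change between -60% and -40%, or beyond the set limit; inactive = change above -40%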; note: % is set by controls: 0 for no effect and ±100 for the full control effect
TRHR PAM = TRH receptor (human) allosteric enhancement; P34981; TRHR cells, fluo-8 calcium fluorescence, EC20 TRH enhancement; enhancement, % at 2 µM; 0.66% of 360,000 active; in the data active = enhancement above about 30%; note: 0% is about no effect
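TRHR-expressing cells loaded with fluo-8 calcium dye were read kinetically (ex 480/em 530) during compound addition, then stimulated with an EC20 of TRH (10 nM final). Enhancement of the Gq-mediated intracellular calcium response was scored.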
D2 PAM = D2 dopamine receptor (human) potentiation; P14416; HEK293 T-REx D2, calcium flux, EC20 dopamine potentiation; potentiation, % at 10 µM; 0.34% of 340,000 active;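 active = potentiation over 3 SD above the plate norm, cut at about 30% in these data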; note: 0% is about no effect
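Potentiation of an EC20 dopamine calcium response measured kinetically over 180 s, after a preceding 180 s compound-only read flagging agonists. Cells: inducible Hek293 Trex D2 line, 4000/well, cultured overnight at 30 C before dye loading.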
D1 ag = human D1 receptor agonism; AID 504660; P21728; activation, % at 2 µM; 1% of 360,000 active; HEK293 T-REx D1 cells, calcium flux, agonist mode; in the data active = activation above about 30%; note: 0% is about no effect
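Inducible HEK293 T-REx D1 cells, force-coupled to calcium signalling, were plated at 4000 cells/well with tetracycline and held overnight at 30 C. After no-wash calcium dye loading, compound-evoked calcium rise over 180 s flagged agonists.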
RXFP1 ag = RXFP1 (human) receptor agonism | AID 2676 | HEK293T-RXFP1 cAMP TR-FRET, 30 min; response scale: percent of porcine relaxin response, buffer zero | Q9HBX9 | 0.3% of 370,000 active | Potency, µM (titrated, usually from 57.5 µM), for inactives: at the top dose activation, actives largely listed as activators; note: potency is the fitted concentration of half-maximal effect; % is set by controls: 0 for no effect and ±100 for the full control effect; nearly all actives have a fitted effect of over 60% in size; many of its hits are not listed in these tables
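HEK293 cells stably expressing RXFP1, treated 30 min at 37C with compounds plus PDE4 inhibitor Ro 20174; cAMP measured by HTRF TR-FRET. Normalized to buffer and 29 nM porcine relaxin; EC50 by Hill fit.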
Apoferritin bind = candidate novel general anesthetic via apoferritin binding; P02791; apoferritin/1-aminoanthracene competitive binding, fluorescence; Potency, µM (highest dose often 77.5 µM), without a hit: top-dose activity change, negative = displacement, hits mostly inhibitors; 0.074% of 350,000 active; AID 485281; note: potency is the fitted concentration of half-maximal effect; % is set by controls: 0 for no effect and ±100 for the full control effect; nearly all actives have a fitted effect of over 20% in size
Target sequence (P02791 2-175 limits assumed): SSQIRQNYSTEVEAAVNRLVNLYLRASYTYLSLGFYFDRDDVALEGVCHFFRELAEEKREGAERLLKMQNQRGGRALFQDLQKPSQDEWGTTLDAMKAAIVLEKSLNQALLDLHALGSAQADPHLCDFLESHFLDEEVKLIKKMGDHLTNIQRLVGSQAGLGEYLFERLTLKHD
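Horse-spleen apoferritin (10 uM) was mixed with 50% saturated 1-aminoanthracene in PBS, exposed to compounds for 10 min at room temperature, and read for fluorescence (ex 380 nm, em 535 nm). Competitive displacement was fitted with a four-parameter Hill equation.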
D1 antag = antagonists of human D1 dopamine receptor; P21728; AID 504652; 3.2% of 360,000 active; activity change, negative = inhibition, % at 10 µM; HEK293 TREx D1 cells, calcium flux, dopamine EC80; active compounds read low; in the data active = activity change below about -30%; note: % is set by controls: 0 for no effect and ±100 for the full control effect
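HEK293 T-REx cells expressing inducible, force-coupled D1 receptor; no-wash Ca dye, 30–90 min RT. Cmpd → 180 s read at 1 Hz → EC80 DA → 180 s read.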
Active calls of the source: *; ? = inconclusive; / = not tested or not shown; [ ] = remark or other dose. Unless noted, calls come from the whole dose curve; as a rule, active = well fitted curve in the direction sought with a large enough effect; inconclusive = small, poorly fitted or top-dose-only effect, or another doubt; inactive = no such curve, though single readings can be large; an effect the other way counts as inactive or inconclusive. The list is partial; the hit share may differ from the screen's.

SMILES	TRHR ag	D1 PAM	RXFP1 antagonist	TRHR PAM	D2 PAM	D1 ag	RXFP1 ag	Apoferritin bind	D1 antag
CCc1ccc(-c2cc(C(=O)N3N=C(C(F)F)CC3(O)C(F)F)c3ccccc3n2)cc1 (stereo unspecified)	1.1	-7	-8	18	8	9	2.3%	?	-14
O=C(CN1C(=O)C2C3C=CC(C3)C2C1=O)Nc1nc(SCc2ccc(Cl)cc2)n[nH]1 (stereo unspecified)	-0.4	-7	9	0	-1	3	0.6%	?	9
O=C(O)CCC(=O)Nc1ccccc1Oc1ccccc1	0.1	3	1	-3	0	-2	-1.0%	-5%	/
Cn1c2ccccc2c2nn(-c3ccccc3)c(=O)cc21	-0.7	2	9	3	4	2	2.7%	-9%	-13
CC(=O)Nc1cccc(OCCCOc2ccc([N+](=O)[O-])cc2)c1	-0.8	-8	1	-9	-8	11	-2.0%	1%	-27
Fc1ccccc1N1CCN(c2nnnn2-c2ccccc2)CC1	-1.1	-3	8	15	7	2	-4.2%	-10%	-11
N#Cc1ccc(-c2csc(NC(=O)c3cc(-c4cccs4)nc4ccccc34)n2)cc1	0.2	-1	16	0	2	2	6.3%	1%	-7
C#CCOCCOCCOCCNc1nc(N2CCN(C(=O)[C@H](CCCCN)n3cc([C@@H](N)CO)nn3)CC2)nc(N2CCN(C(=O)[C@H](Cc3cc4ccccc4[nH]3)n3cc([C@@H](N)CC(C)C)nn3)CC2)n1	-0.4	3	/	-5	-8	-3	-0.8%	-3%	-7
COc1ccc(NC(=O)Cn2cnc3sc(C)c(S(=O)(=O)N4CCN(c5ccccc5OC)CC4)c3c2=O)cc1OC	0.0	0	-4	-8	/	0	5.5%	-2%	8
O=C(N/N=C/c1c[nH]c2ccccc12)c1ccccc1O	0.6	-4	12	6	-7	0	-1.7%	-3%	-4
Cc1cc(C)cc(NC(=S)NCCCN2CCOCC2)c1	1.0	-4	1	3	-5	2	0.1%	-3%	4
CNC(=S)N(C)c1ccccc1	-0.5	-4	/	10	19	0	0.1%	12%	-24
Fc1ccccc1CNCc1ccc2c(c1)OCO2	1.9	2	4	9	-12	7	0.3%	-9%	-2
Cc1c(N(C)C)nc2ccccc2c1N	1.2	-2	3	-2	6	2	-0.2%	-7%	-9
CNC(=O)c1c(NC(=O)c2cc(=O)c3cc(C)c(C)cc3o2)sc2c1CCCC2	-1.1	-1	0	2	19	0	-0.8%	-13%	5
Cc1c(Cl)cccc1NC(=O)C1CCCN(C(=O)c2cnn(-c3ccccc3)c2-n2cccc2)C1 (stereo unspecified)	-1.1	-1	/	9	16	4	2.1%	-10%	8
Nc1cc([N+](=O)[O-])ccc1O	-0.4	-4	8	1	5	0	-1.7%	-5%	-6
COc1ccc(C(=O)N2CCC(O)(c3ccc(Cl)cc3)CC2)cc1OC	0.5	-6	/	-2	2	5	-0.9%	16%	-19
CC(/C=C/c1ccc2c(c1)OCO2)=N/NC(=O)COc1ccc(C)cc1	0.6	1	3	1	3	2	-2.7%	-4%	-6
COc1cccc(C(=O)Nc2cc(NC(=O)c3ccco3)ccc2OC)c1	-1.0	-2	0	2	-2	0	2.9%	-8%	-13
COC(=O)c1ccc(-c2noc(CN3C[C@H]4CC[C@H]3C4)n2)cc1	0.1	-2	-6	3	-8	0	0.8%	-8%	8
Cc1ccccc1NC(=O)Cn1c(=O)n(CC2CCCO2)c(=O)c2ccccc21 (stereo unspecified)	0.0	6	-1	16	12	-2	0.4%	2%	-2
COc1ccc(NC(=O)CSc2cc(C)nc3c(-c4ccccc4)cnn23)cc1	1.0	1	-35	3	-4	2	2.8%	3%	-8
O=C(Nc1cccnc1)C12CC3CC(CC(C3)C1)C2	0.4	-3	-13	20	-5	3	3.8%	?	8
CN1CCN(C(=S)Nc2cc([N+](=O)[O-])ccc2Cl)CC1	-0.2	-9	/	-4	13	9	2.6%	?	-17
FC(F)(F)c1cccc(-c2nnn3c2nc(NC2CCCCC2)c2ccccc23)c1	0.4	4	/	3	1	3	18%	289%[activator]	10
O=C(Nc1ccc(Cl)cc1)N1CCN(C(=O)C2CCCO2)CC1 (stereo unspecified)	0.1	-3	4	-4	3	1	-3.2%	6%	-20
CC(=O)Nc1ccc(NC(=O)c2cc(-c3ccc4c(c3)OCCO4)on2)cc1	-0.1	-1	/	-3	9	3	2.2%	-2%	-15
COc1ccc(NC(=O)CCS(=O)(=O)c2cc3c(cc2C)NC(=O)CO3)cc1	0.3	10	5	0	5	5	3.2%	-12%	13
Cc1c(N(C)C(=O)C2CCCN2S(=O)(=O)c2ccccc2)c(=O)n(-c2ccccc2)n1C (stereo unspecified)	1.0	-10	13	2	-14	1	1.3%	-2%	-19
O=C(COC(=O)c1ccccc1Nc1ccccc1)NCc1ccccc1	-0.7	3	-9	-2	3	4	3.0%	-7%	-11
O=C(Cn1cncn1)N/N=C/c1cccnc1	0.9	3	3	5	-5	1	-3.3%	9%	5
C=CCNc1nc(C(=O)OCC(=O)c2ccc(C)c([N+](=O)[O-])c2)cs1	-0.7	2	-12	-3	-5	3	-1.0%	-24%	-13
O=C(NC(Cc1c[nH]c2ccccc12)C(=O)O)/C(=C/c1ccc(F)cc1)NC(=O)c1ccccc1 (stereo unspecified)	2.9	3	-5	-5	-3	0	6.0%	-9%	6
COc1ccc(OC)c(NC(=S)NCCN2CCOCC2)c1	-0.2	-2	-4	2	6	1	-0.6%	-6%	8
COc1cc(OC)cc(-c2nc(=S)n3ccsc3n2)c1	0.2	3	2	3	-7	2	3.9%	-5%	-6
CCOc1ccc(C(=O)NCCc2cnc[nH]2)cc1	0.0	7	0	4	-9	1	1.5%	7%	1
Cc1cccc(C)c1NC(=O)CNC(=O)Cc1c[nH]c2ccccc12	-0.3	0	-16	-2	13	1	2.8%	/	-10
Cc1ccccc1CSCCNC(=O)c1ccc(Cl)c(S(=O)(=O)N2CCOCC2)c1	0.4	3	2	-5	8	1	-3.2%	-5%	7
O=c1oc2ccccc2cc1-c1csc(Nc2nc3c(F)cccc3s2)n1	3.3	-2	13	3	5	1	3.0%	4%	3
O=C(NCCCN1CCCCC1)C1CCC(CNS(=O)(=O)c2cccc3nsnc23)CC1 (stereo unspecified)	1.0	0	-1	48*	-1	0	1.7%	-5%	5
CS(=O)(=O)c1nc(S(=O)(=O)c2ccc(Cl)cc2)c(N2CCN(CCO)CC2)s1	0.3	3	21	19	12	0	4.6%	-10%	4
COC(=O)Cc1ccc(O)c(N)c1	0.8	-4	-37	2	8	2	-0.9%	-11%	-7
COC(=O)c1ccc(NC(=O)CSc2nnc(CNc3ccc(F)cc3)n2C)cc1	-0.2	1	-18	-3	8	-1	-0.6%	-8%	-21
Cc1nnc(SCCCn2c(N3CCCCC3)nc3c2c(=O)[nH]c(=O)n3C)s1	0.5	0	-1	-4	16	-1	1.7%	2%	4
O=C(c1noc2c1CCCC2)N1CCc2c([nH]c3ccccc23)C1c1ccccn1 (stereo unspecified)	-0.6	1	-29	9	12	0	1.9%	-21%	-8
Cc1ccc(-c2onc(C)c2C)cc1S(=O)(=O)NCc1cccs1	-0.3	-3	-9	1	4	0	4.3%	28%	23
Cc1ccc(CCN2CC(C(=O)NCCN3CCCCCC3)CC2=O)cc1 (stereo unspecified)	0.0	6	-12	-3	-5	0	2.2%	-7%	7
O=C(CSc1nc(C(F)(F)F)cc(=O)[nH]1)N1CCCCCC1	0.2	-7	-3	-7	3	1	-0.5%	/	-11
Cc1ccc(N(Cc2cc(=O)[nH]c3ccccc23)C(=O)CCl)c(C)c1	-1.3	-2	3	-16	5	6	3.3%	-9%	-9
CC1CCc2sc(C(=O)OCC(=O)NC(N)=O)cc2C1 (stereo unspecified)	-0.6	1	13	-1	13	3	3.0%	-1%	-15
COc1ccc(-c2ocnc2C(=O)Nc2ccccc2N2CCCCC2)cc1	0.6	6	-4	29	11	1	3.2%	-5%	-7
COc1ccc(O)c(/C=N/NC(=S)NCCc2ccccc2)c1	-1.8	-16	?	9	0	14	8.5%	-4%	3
COc1ccccc1NS(=O)(=O)c1ccc(NC(C)=O)cc1	0.4	-2	-1	-5	0	6	-0.7%	2%	-2

Three entries from above, with values under each structure:
Values run as follows: TRHR ag, D1 PAM, RXFP1 antagonist, TRHR PAM, D2 PAM, D1 ag, RXFP1 ag, Apoferritin bind, D1 antag
O=C(CSc1nc(C(F)(F)F)cc(=O)[nH]1)N1CCCCCC1
  0.2, -7, -3, -7, 3, 1, -0.5%, /, -11
CC1CCc2sc(C(=O)OCC(=O)NC(N)=O)cc2C1 (stereo unspecified)
  -0.6, 1, 13, -1, 13, 3, 3.0%, -1%, -15
Cc1ccc(CCN2CC(C(=O)NCCN3CCCCCC3)CC2=O)cc1 (stereo unspecified)
  0.0, 6, -12, -3, -5, 0, 2.2%, -7%, 7

Three compounds from above, showing only RXFP1 antagonist, D1 ag and TRHR PAM.
mol	RXFP1 antagonist	D1 ag	TRHR PAM
Cc1ccc(N(Cc2cc(=O)[nH]c3ccccc23)C(=O)CCl)c(C)c1	3	6	-16
CC1CCc2sc(C(=O)OCC(=O)NC(N)=O)cc2C1 (stereo unspecified)	13	3	-1
COc1ccc(-c2ocnc2C(=O)Nc2ccccc2N2CCCCC2)cc1	-4	1	29

3 compounds already listed, ordered by length of the SMILES, largest number first.
SMILES	TRHR ag	D1 PAM	RXFP1 antagonist	TRHR PAM	D2 PAM	D1 ag	RXFP1 ag	Apoferritin bind	D1 antag
O=C(c1noc2c1CCCC2)N1CCc2c([nH]c3ccccc23)C1c1ccccn1 (stereo unspecified)	-0.6	1	-29	9	12	0	1.9%	-21%	-8
COc1ccc(-c2ocnc2C(=O)Nc2ccccc2N2CCCCC2)cc1	0.6	6	-4	29	11	1	3.2%	-5%	-7
Cc1ccc(CCN2CC(C(=O)NCCN3CCCCCC3)CC2=O)cc1 (stereo unspecified)	0.0	6	-12	-3	-5	0	2.2%	-7%	7
